Y pestis TopoI = Y. pestis Topo-I inhibition via cleavage products; Y. pestis Topo-I cleavage product accumulation, plate reader; activity, % at 10 µM; hit rate 0.064% among 360,000; in the data active = activity above about 50%, passing the limit was not always enough; note: inactives centre near 2
DUSP3 inh = DUSP3 (human) phosphatase inhibition | P51452 | recombinant VHR phosphatase, pNPP absorbance | inhibition, % at 13.3 µM | AID 1654 | hit rate 0.52% among 290,000; in the data active = inhibition above about 50%; note: some compounds called inactive have numbers as strong as hits
Target sequence (P51452 whole entry, looked up): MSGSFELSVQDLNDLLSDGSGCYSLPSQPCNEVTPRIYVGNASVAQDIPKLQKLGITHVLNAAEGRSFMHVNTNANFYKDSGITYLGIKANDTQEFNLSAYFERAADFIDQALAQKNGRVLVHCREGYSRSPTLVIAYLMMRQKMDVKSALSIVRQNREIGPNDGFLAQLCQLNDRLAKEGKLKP
BoNT A protease = BoNT A light chain protease inhibition; AID 588499; hit rate 0.17% among 360,000; inhibition, % at 10 µM; multiplex microsphere protease substrate cleavage, flow cytometry; note: plate controls were buffer without enzyme for full effect and enzyme alone for no effect
BH1578 lux ind = quorum light induction in luxS cqsA deficient V. cholerae; activation, % at 18.7 µM; hit rate 0.16% among 350,000; V. cholerae BH1578 lux reporter, luminescence, 6 h; in the data active = activation mostly above about 9.7%, no sharp cut-off; note: not every result past the cut was called active; inactives centre near 0; reference of the scale not given here
PriA SSB inh = K. pneumoniae PriA-SSBct interaction inhibition. AlphaScreen SSBct-PriA binding, biotinylated peptide. inhibition, % at 33 µM. hit rate 0.6% among 430,000; in the data active = inhibition mostly above about 37%, no sharp cut-off; inactive = mostly below about 20%;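 note: plate controls were negative control peptide for no effect and reference peptide for full effect; strong numbers were not always called active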
PfHsp40 yeast = rescue of PfHsp40-mediated yeast toxicity. growth rescue, % at 12.5 µM. AID 504582. S. cerevisiae expressing PfHsp40, growth rescue, ATP luminescence. hit rate 0.68% among 340,000; in the data active = growth rescue above about 28%, passing the limit was not always enough;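 note: yeast W303a lacking pdr1 and pdr3 grown in galactose medium; growth measured after three days at 30 °C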
SARS 3CLpro inh = SARS-CoV 3CLpro protease inhibition | recombinant SARS-CoV 3CLpro, quenched FRET peptide cleavage | inhibition, % at 6 µM | hit rate 0.14% among 290,000 | AID 1706; in the data active = inhibition above about 12%
TcdB GH inh = inhibitors of Clostridioides difficile toxin B glycohydrolase; TcdB glycohydrolase enzymatic assay, plate reader; hit rate 0.24% among 350,000; inhibition, % at 9.99 µM; AID 652162; P18177; in the data active = inhibition above about 10%
CCHF vOTU inh = CCHFV vOTU protease inhibition; hit rate 0.55% among 370,000; inhibition, % at 11.5 µM; Pep-AMC fluorescence; in the data active = inhibition above about 30%; note: 0% = vehicle wells with enzyme and 100% = no enzyme wells
Anthrax LF inh2 = anthrax lethal factor protease inhibition; multiplex microsphere protease cleavage assay, LF; inhibition, % at 10 µM; hit rate 0.12% among 360,000; note: plate controls were buffer without enzyme for full effect and enzyme alone for no effect
Target sequence (P15917 whole entry, looked up): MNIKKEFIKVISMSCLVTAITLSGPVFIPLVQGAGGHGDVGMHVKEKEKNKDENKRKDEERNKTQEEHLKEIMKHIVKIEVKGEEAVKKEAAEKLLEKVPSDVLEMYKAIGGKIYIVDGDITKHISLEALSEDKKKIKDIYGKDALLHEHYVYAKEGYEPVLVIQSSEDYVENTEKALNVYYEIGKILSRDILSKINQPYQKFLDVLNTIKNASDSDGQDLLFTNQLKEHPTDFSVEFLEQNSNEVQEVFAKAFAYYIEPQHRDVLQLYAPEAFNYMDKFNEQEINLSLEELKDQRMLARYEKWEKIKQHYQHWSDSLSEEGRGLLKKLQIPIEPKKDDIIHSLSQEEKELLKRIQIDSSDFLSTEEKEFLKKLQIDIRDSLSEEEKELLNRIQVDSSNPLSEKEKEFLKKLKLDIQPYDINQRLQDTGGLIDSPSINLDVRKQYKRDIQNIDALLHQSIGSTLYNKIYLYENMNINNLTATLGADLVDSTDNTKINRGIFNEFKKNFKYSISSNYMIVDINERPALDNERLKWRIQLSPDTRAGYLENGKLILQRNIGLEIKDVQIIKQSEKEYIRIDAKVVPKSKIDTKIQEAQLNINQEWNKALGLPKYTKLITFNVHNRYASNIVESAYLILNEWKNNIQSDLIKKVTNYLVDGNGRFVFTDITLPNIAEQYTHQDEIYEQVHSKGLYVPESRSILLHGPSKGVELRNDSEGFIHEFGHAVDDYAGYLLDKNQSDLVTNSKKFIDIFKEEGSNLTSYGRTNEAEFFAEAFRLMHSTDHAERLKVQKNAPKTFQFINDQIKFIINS
The depositor's hits bear a star. Cut-off read from the data, not from the text of the source, unless noted: active = inhibition above about 30%; inconclusive = no clear call, values can overlap the other calls; inactive = below that.

Results for Cc1ccccc1-c1nc(CS(=O)(=O)CC(=O)N2CCc3ccccc32)c(C)o1 ?
Y pestis TopoI: 3.1; DUSP3 inh: 33.6; BoNT A protease: -0.9; BH1578 lux ind: -0.3; PriA SSB inh: -1.9; PfHsp40 yeast: -0.7; SARS 3CLpro inh: 2.3; TcdB GH inh: 0.4; CCHF vOTU inh: -2.8; Anthrax LF inh2: -1.5

What do the screens show for `COc1ccccc1NC(=O)CN1CCN(c2ccccc2F)CC1`?
Y pestis TopoI: 1.6; DUSP3 inh: 13.7; BoNT A protease: 0.3; BH1578 lux ind: 35.4*; PriA SSB inh: -23.8; PfHsp40 yeast: -1.1; SARS 3CLpro inh: 4.8; CCHF vOTU inh: 13.1; Anthrax LF inh2: -2.2

How did CC1(C(=O)NS(=O)(=O)c2ccc(Cl)s2)CCN1C(=O)c1ccccc1CCc1ccccc1 (stereo not given) do in these assays?
Y pestis TopoI: 24.6; BoNT A protease: -0.6; BH1578 lux ind: 3.0; TcdB GH inh: -2.1; CCHF vOTU inh: 11.4; Anthrax LF inh2: -4.5

What do the screens show for `CCOc1ccccc1C(=O)Nc1nnc(SCC(=O)N2CCOCC2)s1`?
Y pestis TopoI: 6.4; DUSP3 inh: -10.5; BoNT A protease: -0.7; BH1578 lux ind: -0.5; PriA SSB inh: 2.9; PfHsp40 yeast: 0.3; SARS 3CLpro inh: -8.0; TcdB GH inh: 0.9; CCHF vOTU inh: 6.4; Anthrax LF inh2: -5.8

Results for Cc1nc(SCC(=O)NCC2CCCO2)c2cc(-c3ccccc3)sc2n1 (stereo not given) ?
Y pestis TopoI: 14.8; BoNT A protease: 6.6; BH1578 lux ind: inactive; PriA SSB inh: -6.2; PfHsp40 yeast: -0.4; TcdB GH inh: 0.7; CCHF vOTU inh: 14.0; Anthrax LF inh2: 2.2

How did CN(C)c1ccc(C(=S)N2CCN(C(=S)Nc3ccccc3)CC2)cc1 do in these assays?
Y pestis TopoI: -11.7; DUSP3 inh: 48.1; BoNT A protease: -0.7; BH1578 lux ind: inactive; PriA SSB inh: 13.0; PfHsp40 yeast: 1.8; SARS 3CLpro inh: 0.7; TcdB GH inh: -0.4; CCHF vOTU inh: -6.1; Anthrax LF inh2: -2.6

How did CCCC(=O)Nc1nc2c(OC)ccc(OC)c2s1 do in these assays?
Y pestis TopoI: 2.8; DUSP3 inh: 25.0; BoNT A protease: -0.2; BH1578 lux ind: -1.2; PriA SSB inh: -6.9; PfHsp40 yeast: -0.7; SARS 3CLpro inh: -3.1; TcdB GH inh: 2.8; CCHF vOTU inh: -1.2; Anthrax LF inh2: 3.4

What do the screens show for `CN1OC[C@@H]2CN(S(=O)(=O)c3cccc4ccccc34)[C@H](c3ccc(-c4ccccc4)cc3)C[C@@H]21`?
Y pestis TopoI: -3.2; BoNT A protease: 0.1; BH1578 lux ind: -1.1; TcdB GH inh: 0.1; CCHF vOTU inh: 5.2; Anthrax LF inh2: -7.0

Results for CCOC(=O)N1CCC(Nc2cccc(SC)c2)CC1 ?
Y pestis TopoI: -4.2; DUSP3 inh: -17.0; BoNT A protease: 0.6; BH1578 lux ind: inactive; PriA SSB inh: 5.0; PfHsp40 yeast: -1.1; SARS 3CLpro inh: 3.3; CCHF vOTU inh: 8.1; Anthrax LF inh2: -0.6

Results for O=C(c1cnn2c1NC(c1ccco1)CC2C(F)(F)F)N1CCN(c2cccc(Cl)c2)CC1 (stereo not given) ?
Y pestis TopoI: 13.4; DUSP3 inh: -4.4; BoNT A protease: -0.6; BH1578 lux ind: inactive; PriA SSB inh: -9.6; PfHsp40 yeast: 0.5; SARS 3CLpro inh: 4.4; CCHF vOTU inh: 8.8; Anthrax LF inh2: -2.6

Results for CCN(CC(=O)Nc1ccc2c(c1)OCCO2)C(=O)C1CCCCC1 ?
Y pestis TopoI: 0.8; DUSP3 inh: 15.3; BoNT A protease: 2.8; BH1578 lux ind: -10.0; PriA SSB inh: -1.7; PfHsp40 yeast: -0.3; SARS 3CLpro inh: -2.2; CCHF vOTU inh: 5.8; Anthrax LF inh2: -2.6

What do the screens show for `O=C(Nc1ccn(CCCN2CCN(c3ccccc3)CC2)c(=O)n1)OCc1ccccc1`?
Y pestis TopoI: 35.8; BoNT A protease: -0.1; BH1578 lux ind: -0.7; TcdB GH inh: 0.3; CCHF vOTU inh: 2.0; Anthrax LF inh2: 4.1

How did COC(=O)C1(C(C[N+](=O)[O-])c2ccc(C)cc2)C(=O)NCC1c1ccco1 (stereo not given) do in these assays?
Y pestis TopoI: 2.4; DUSP3 inh: 1.5; BoNT A protease: 0.1; BH1578 lux ind: inactive; PriA SSB inh: 4.5; SARS 3CLpro inh: -1.6; TcdB GH inh: 1.5; CCHF vOTU inh: 4.4; Anthrax LF inh2: 0.5

How did N#Cc1ccccc1C[C@H](N)C(=O)NC[C@H]1O[C@@H](n2ccc(N)nc2=O)[C@H](O)[C@@H]1O do in these assays?
Y pestis TopoI: 3.9; BoNT A protease: 0.0; BH1578 lux ind: 0.0; TcdB GH inh: 1.2; CCHF vOTU inh: -7.4; Anthrax LF inh2: 5.8

What do the screens show for `COc1ccc2sc(N(CCCN(C)C)C(=O)c3ccc(S(=O)(=O)N4CCc5ccccc5C4)cc3)nc2c1`?
Y pestis TopoI: -4.3; BoNT A protease: -9.5; BH1578 lux ind: inactive; PriA SSB inh: -0.5; PfHsp40 yeast: -1.3; TcdB GH inh: -1.8; CCHF vOTU inh: -0.9; Anthrax LF inh2: -4.6

How did COc1ccc(C(=O)N(CC(=O)NC(C)(C)C)c2ccc3c(c2)OCCO3)cc1OC do in these assays?
Y pestis TopoI: 0.4; DUSP3 inh: 13.4; BoNT A protease: 0.1; BH1578 lux ind: 2.8; PriA SSB inh: -8.3; PfHsp40 yeast: -0.6; SARS 3CLpro inh: -1.1; CCHF vOTU inh: 5.4; Anthrax LF inh2: -1.5

How did Cc1sc2ncnc(N3CCC(C(=O)Nc4sc5c(c4C(N)=O)CCC(C)C5)CC3)c2c1C (stereo not given) do in these assays?
Y pestis TopoI: 9.4; BoNT A protease: 0.4; BH1578 lux ind: -0.1; PriA SSB inh: 3.7; PfHsp40 yeast: -1.0; TcdB GH inh: 1.4; CCHF vOTU inh: 15.8; Anthrax LF inh2: -6.8

How did CCOC(=O)N1CCN(C(=O)c2ccc3c(c2)N=C(C)c2cc(Cl)ccc2S3)CC1 do in these assays?
Y pestis TopoI: 25.8; DUSP3 inh: 15.0; BoNT A protease: -0.7; BH1578 lux ind: -11.2; PriA SSB inh: 5.4; PfHsp40 yeast: 1.7; SARS 3CLpro inh: 8.0; TcdB GH inh: 0.1; CCHF vOTU inh: 16.2; Anthrax LF inh2: -3.1

What do the screens show for `COc1ccc(C2=NN3C(C2)c2ccccc2OC32C(=O)N(C)c3ccccc32)cc1` (stereo not given)?
Y pestis TopoI: -16.2; DUSP3 inh: -4.4; BoNT A protease: 0.5; BH1578 lux ind: -0.4; PriA SSB inh: -9.0; PfHsp40 yeast: -0.1; SARS 3CLpro inh: -4.2; CCHF vOTU inh: 8.6; Anthrax LF inh2: -1.2

How did Cc1ccc(C)c(NC(=O)N2CCc3ccccc3C2)c1 do in these assays?
Y pestis TopoI: 5.3; DUSP3 inh: 19.2; BoNT A protease: 0.4; BH1578 lux ind: inactive; PriA SSB inh: -1.2; PfHsp40 yeast: -0.8; SARS 3CLpro inh: -2.5; TcdB GH inh: -0.6; CCHF vOTU inh: -0.7; Anthrax LF inh2: 1.5

What do the screens show for `O=C(Nc1cccc(Cl)c1Cl)C1CCCC1`?
Y pestis TopoI: 3.2; BoNT A protease: -1.8; BH1578 lux ind: -0.5; PriA SSB inh: -22.9; PfHsp40 yeast: -0.1; TcdB GH inh: 1.2; CCHF vOTU inh: -12.8; Anthrax LF inh2: -1.5

What do the screens show for `COc1ccc(C2(CNC(=O)CCC(=O)O)CCCC2)cc1`?
Y pestis TopoI: 4.8; DUSP3 inh: -8.6; BoNT A protease: -1.3; BH1578 lux ind: 0.5; PriA SSB inh: -6.2; PfHsp40 yeast: -1.4; SARS 3CLpro inh: -1.2; CCHF vOTU inh: 9.8; Anthrax LF inh2: 4.2

Results for Cc1ccc(OCC(=O)NCCNC(=O)c2ccncc2)cc1C ?
Y pestis TopoI: 7.6; DUSP3 inh: -2.6; BoNT A protease: 0.3; BH1578 lux ind: inactive; PriA SSB inh: -16.7; PfHsp40 yeast: 1.0; SARS 3CLpro inh: -1.1; TcdB GH inh: 1.5; CCHF vOTU inh: 8.7; Anthrax LF inh2: -2.6

What do the screens show for `CCOc1nc2cnccc2n(CC(=O)Nc2ccccc2F)c1=O`?
Y pestis TopoI: 0.7; DUSP3 inh: 5.5; BoNT A protease: -2.3; BH1578 lux ind: -0.4; PriA SSB inh: -0.3; PfHsp40 yeast: -0.7; SARS 3CLpro inh: -2.2; TcdB GH inh: 1.7; CCHF vOTU inh: -4.5; Anthrax LF inh2: -3.5

What do the screens show for `CC(=O)c1sc(N/N=C2\CC3CC2C(C)C3(C)C)nc1C` (stereo not given)?
Y pestis TopoI: 4.9; DUSP3 inh: 30.7; BoNT A protease: -0.4; BH1578 lux ind: 0.5; PfHsp40 yeast: -1.1; SARS 3CLpro inh: 0.6; TcdB GH inh: -1.6; CCHF vOTU inh: 14.9; Anthrax LF inh2: -5.6

How did O=C(N=Nc1c(O)[nH]c2ccccc12)c1cccs1 do in these assays?
Y pestis TopoI: -5.9; DUSP3 inh: -3.1; BoNT A protease: -0.8; BH1578 lux ind: -0.2; PriA SSB inh: 7.0; PfHsp40 yeast: 2.3; SARS 3CLpro inh: 1.4; CCHF vOTU inh: 0.6; Anthrax LF inh2: -3.8

Results for COc1cc(NC(=O)COC(=O)CNC(=O)C23CC4CC(CC(C4)C2)C3)cc(OC)c1 ?
Y pestis TopoI: 17.3; BoNT A protease: -1.4; BH1578 lux ind: inactive; PriA SSB inh: 0.9; PfHsp40 yeast: -0.4; TcdB GH inh: 8.7; CCHF vOTU inh: 4.0; Anthrax LF inh2: -4.4

Results for Cc1ccc(NC(=O)CSCC(=O)N(C)Cc2c(F)cccc2Cl)cc1 ?
Y pestis TopoI: 5.6; BoNT A protease: -1.1; BH1578 lux ind: -0.5; TcdB GH inh: 0.4; CCHF vOTU inh: 7.0; Anthrax LF inh2: 1.4

What do the screens show for `COc1ccc(N(CC(=O)Nc2cccc(C)c2C)S(=O)(=O)c2c(C)[nH]c(=O)[nH]c2=O)cc1`?
Y pestis TopoI: 6.9; DUSP3 inh: -11.7; BoNT A protease: 0.1; BH1578 lux ind: -0.2; PriA SSB inh: 7.2; PfHsp40 yeast: 0.2; SARS 3CLpro inh: 2.5; TcdB GH inh: 1.8; CCHF vOTU inh: -6.5; Anthrax LF inh2: -4.8

What do the screens show for `CN1CCN(C(=O)c2ccc(C(F)(F)F)cc2)CC1`?
Y pestis TopoI: -0.1; DUSP3 inh: 24.7; BoNT A protease: -0.5; BH1578 lux ind: inactive; PriA SSB inh: -10.9; PfHsp40 yeast: 1.2; SARS 3CLpro inh: 2.3; TcdB GH inh: -1.6; CCHF vOTU inh: 6.8; Anthrax LF inh2: -2.2

What do the screens show for `O=c1[nH]cc(S(=O)(=O)N2CCN(c3ccc(F)cc3)CC2)c(=O)[nH]1`?
Y pestis TopoI: -0.8; BoNT A protease: -0.2; BH1578 lux ind: -0.2; TcdB GH inh: 0.7; CCHF vOTU inh: 2.3; Anthrax LF inh2: -8.1

Bioassay records deposited in PubChem BioAssay by several laboratories.

This is a subset, so the mix of outcomes need not match the whole.
